TPT1 inh = C. albicans TPT1 enzyme inhibition; recombinant caTPT1, FP RNA substrate dephosphorylation; inhibition, % at 5 µM; 300,000 compounds, 0.81% hits; AID 1962;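 active = inhibition above the mean of all tested compounds plus 3 SD, set per screening campaign, cut at about 24% in these data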;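 note: plate controls were DMSO alone for no effect and ferristatin control at 100 nM for full effect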
PREPL inh = human PREPL enzyme inhibition. Q4J6C6. recombinant PREPL, fluorescence polarization activity-based probe. inhibition, % at 5.96 µM. 320,000 compounds, 0.68% hits. AID 2751; in the data active = inhibition above about 43%;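 note: 0% = enzyme with DMSO and 100% = wells lacking enzyme; many of its hits are not listed in these tables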
HCV core dimer = HCV core protein dimerization inhibition. TR-FRET GST/Flag-core106 dimerization, 1536-well. inhibition, % at 5 µM. 300,000 compounds, 0.33% hits;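 active = inhibition above the mean of all tested compounds plus 3 SD, set per screening campaign, cut at about 45% in these data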
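System: GST-tagged and Flag-tagged HCV core protein residues 1-106 / Input: core106 proteins, GST 13.5 nM and Flag 17 nM / Buffer or medium: KF-containing HEPES buffer, pH 7.45, DTT, CHAPS, BSA / Probe or stimulus: Eu-anti-GST and XL665-anti-Flag labelled anti-tag antibodies / Schedule: 4 h, 22.5 °C incubation / Technique: TR-FRET 671 and 617 nm emission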
PP1 inh = PP1-alpha (human) inhibition in PP5 counter-screen; P62136; purified PP1alpha, OMFP fluorescence; inhibition, % at 6.7 µM; 320,000 compounds, 0.9% hits; AID 2235;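 active = inhibition above the mean inhibition of all tested compounds plus 3 SD, computed separately for each screening campaign, cut at about 15% in these data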
GASC-1 inh = inhibitors of human GASC-1 (JMJD2C) demethylase; AID 2099; 330,000 compounds, 0.069% hits; inhibition, % at 2.35 µM; GST-JMJD2C(1-420) H3K9me3 demethylation, DELFIA europium;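 active = more than half of a compound's replicate wells show inhibition beyond 50%, single wells judged on their own value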;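 note: signal counts dimethyl H3K9 product captured on neutravidin plate; 0% = median of DMSO wells and 100% = 0.3 times that DMSO median; strong numbers were not always called active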
Target sequence (Q9H3R0 1-420 limits assumed): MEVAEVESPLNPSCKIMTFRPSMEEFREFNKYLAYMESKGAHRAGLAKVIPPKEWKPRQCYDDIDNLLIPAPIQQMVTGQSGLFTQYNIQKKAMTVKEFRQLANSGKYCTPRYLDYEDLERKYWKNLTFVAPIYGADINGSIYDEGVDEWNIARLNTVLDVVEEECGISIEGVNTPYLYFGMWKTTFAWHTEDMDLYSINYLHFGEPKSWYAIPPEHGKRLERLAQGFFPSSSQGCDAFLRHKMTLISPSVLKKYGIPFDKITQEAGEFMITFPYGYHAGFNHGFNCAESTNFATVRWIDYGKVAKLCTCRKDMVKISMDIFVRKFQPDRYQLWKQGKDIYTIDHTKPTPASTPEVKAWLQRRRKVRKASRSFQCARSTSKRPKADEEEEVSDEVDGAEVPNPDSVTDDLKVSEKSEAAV
PP5 primary = PP5 (human) phosphatase inhibition; P53041; purified PP5c, OMFP substrate fluorescence; inhibition, % at 6.7 µM; 320,000 compounds, 0.18% hits;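 active = inhibition above the campaign's mean inhibition across all tested compounds plus 3 SD, cut at about 9.5% in these data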;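 note: 0% = DMSO only and 100% = 100 µM cantharidin control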
Fh CTSL1 inh = counter-screen for PFM18AAP inhibitors: inhibitors of F. hepatica cathepsin L1 | recombinant F. hepatica cathepsin L1, Z-Leu-Arg-MCA fluorescence | inhibition, % at 5.96 µM | 300,000 compounds, 0.49% hits;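 active = inhibition above the mean of all tested compounds plus 3 SD, set per screening campaign, cut at about 17% in these data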;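 note: 0% = plate median of test compound wells and 100% = 1 µM Z-Phe-Ala-diazomethylketone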
LYPLA2 counter = blocks human lysophospholipase 2, a PME1 counter-screen | O95372 | inhibition, % at 5.9 µM | 320,000 compounds, 0.38% hits | recombinant LYPLA2, FP-Rh probe fluorescence polarization;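 active = inhibition above the screen-wide mean plus 3 SD, limit set per campaign, cut at about 26% in these data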;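 note: 0% = LYPLA2 with DMSO and 100% = wells lacking LYPLA2 enzyme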
Target sequence (O95372 whole entry, looked up): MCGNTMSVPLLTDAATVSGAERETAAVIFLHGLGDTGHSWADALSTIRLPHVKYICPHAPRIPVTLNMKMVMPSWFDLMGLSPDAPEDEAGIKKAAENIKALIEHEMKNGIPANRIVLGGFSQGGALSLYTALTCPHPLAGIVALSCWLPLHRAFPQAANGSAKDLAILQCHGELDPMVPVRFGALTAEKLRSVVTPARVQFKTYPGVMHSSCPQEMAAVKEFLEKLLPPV
Efflux pump mplx = inhibitors of Candida antifungal efflux pumps expressed in yeast; S. cerevisiae Candida pump triplex, Nile Red efflux; inhibition, % at 10 µM; 330,000 compounds, 0.44% hits; AID 485275;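 active = plate passing quality check with inhibition over a set limit, or well fluorescence over plate mean plus 4 SD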;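 note: Nile Red retained in pooled yeast measured as flow cytometry median fluorescence; 0% = buffer negative control and 100% = Enniatin B positive control; higher means more Nile Red kept so more efflux inhibition; some compounds called inactive have numbers as strong as hits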
Starred values were filed as active, the others as inactive; / = not tested or not shown.

SMILES | TPT1 inh | PREPL inh | HCV core dimer | PP1 inh | GASC-1 inh | PP5 primary | Fh CTSL1 inh | LYPLA2 counter | Efflux pump mplx
COc1ccc(CCNC(=O)c2ccccc2Cl)cc1OC | 0.5 | 11.2 | -4.7 | -4.2 | 30.7 | -3.4 | -0.4 | 1.2 | 0.0
CCOC(=O)c1cccc(NC(=O)c2ccc(NC(=O)C3CCCO3)cc2)c1 (configuration not stated) | -2.3 | 2.2 | -2.0 | 0.1 | 20.5 | 3.2 | -2.8 | -5.1 | -0.2
Cc1ccc(NC(=O)CN(C)C(=O)CN2C(=O)NC(C)(c3ccccc3)C2=O)cc1 (configuration not stated) | -1.3 | 3.4 | -1.1 | -3.4 | -4.5 | -2.4 | 3.8 | -1.0 | 0.0
CN(C)c1nc(-c2ccccc2)ncc1S(=O)(=O)c1ccccc1 | 1.4 | -4.5 | 2.6 | 0.3 | 4.9 | 2.3 | -3.6 | -1.2 | -0.1
COC(=O)C(C)(C)ONC(=O)Nc1ccc(C)cc1 | -0.5 | -1.5 | 0.5 | 1.6 | 13.5 | 0.3 | -3.1 | 2.7 | 0.1
CCOCCCNc1nc(C)nc2c1nnn2Cc1c(F)cccc1Cl | -0.3 | 6.3 | 1.4 | -1.0 | -7.0 | -0.7 | 0.2 | 2.5 | -0.1
Cc1cccc(NC(=S)NNC(=O)c2csc3c2CCCC3)c1 | 1.3 | 15.8 | 13.0 | 3.0 | -4.8 | 4.6 | -0.3 | -17.8 | 0.1
O=C(CCC(=O)N1CCCCC1)Nc1ccc(Cl)c(Cl)c1 | 1.9 | 9.1 | -0.8 | -0.7 | -2.7 | 0.9 | 7.5 | 3.5 | 1.3
COc1ccc(C2=Nn3c(nnc3C(F)(F)F)SC2)cc1 | -1.3 | -8.8 | 5.7 | -4.3 | -6.5 | -1.8 | 1.7 | -5.8 | -0.1
Cc1ccc(C)n1-c1ccc(C(=O)NN=C2CCCC2)cc1 | 0.8 | 4.7 | 2.3 | -0.6 | 4.6 | 0.8 | -1.2 | 10.1 | 0.0
CN1c2ccccc2-c2nc3ccccc3n2C1c1ccncc1 (configuration not stated) | -2.8 | 10.8 | 3.4 | -3.8 | 60.8 | 0.1 | 2.8 | -7.8 | -0.1
COc1ccc(O)c(CN2CCN(C/C=C/c3ccccc3)CC2)c1 | 0.3 | 9.7 | -12.1 | -0.9 | -6.2 | 0.9 | 5.1 | 4.7 | 0.0
COc1ccc(S(=O)(=O)N(CC(=O)NCc2ccco2)c2ccccc2OC)cc1 | 0.9 | 0.3 | 5.5 | 2.2 | -17.1 | 1.0 | 3.3 | 0.0 | 0.4
CCOc1ccc(C2C(C(=O)/C=C/c3ccco3)=C(O)C(=O)N2CCN2CCOCC2)cc1OC (configuration not stated) | 1.6 | 1.8 | -1.8 | 0.1 | 14.1 | -0.5 | -1.3 | -10.8 | 0.0
Cc1ccc(CNC(=O)C2CCCN(C(=O)N(C)C)C2)cc1 (configuration not stated) | -2.0 | 3.4 | -2.6 | -2.3 | 6.1 | -1.3 | -1.1 | 3.3 | -0.3
CC(C)C(=O)N(Nc1nc2ccccc2s1)C(=O)C(C)C | 0.2 | 4.2 | -11.2 | 1.1 | -3.5 | 2.4 | -6.3 | 10.4 | 0.0
COc1ccc(CSCCN)cc1Cl | -6.8 | -7.0 | 0.7 | -1.4 | -4.3 | 3.1 | 3.5 | 2.4 | -0.1
COc1ccccc1C(O)P(=O)(OC(C)C)c1ccc(N(C)C)cc1 (configuration not stated) | 3.0 | -2.1 | -1.3 | -0.5 | 1.5 | -0.4 | 1.3 | -1.1 | 0.0
N#CC(C#N)=NNc1ccc([N+](=O)[O-])cc1 | 16.9 | 10.4 | -5.2 | -0.8 | -3.1 | 3.3 | 24.3* | -6.2 | 0.1
c1ccc(N=P(c2nc3ccccc3o2)(N2CCOCC2)N2CCOCC2)cc1 | -0.7 | 7.3 | -1.6 | 4.6 | -0.8 | -0.9 | -2.1 | -1.4 | 0.2

Single records (already shown):
COc1ccc(S(=O)(=O)N(CC(=O)NCc2ccco2)c2ccccc2OC)cc1 in the list: TPT1 inh: 0.9; PREPL inh: 0.3; HCV core dimer: 5.5; PP1 inh: 2.2; GASC-1 inh: -17.1; PP5 primary: 1.0; Fh CTSL1 inh: 3.3; LYPLA2 counter: 0.0; Efflux pump mplx: 0.4
CCOC(=O)c1cccc(NC(=O)c2ccc(NC(=O)C3CCCO3)cc2)c1 (configuration not stated) in the list: TPT1 inh: -2.3; PREPL inh: 2.2; HCV core dimer: -2.0; PP1 inh: 0.1; GASC-1 inh: 20.5; PP5 primary: 3.2; Fh CTSL1 inh: -2.8; LYPLA2 counter: -5.1; Efflux pump mplx: -0.2

Continuation:
SMILES | TPT1 inh | PREPL inh | HCV core dimer | PP1 inh | GASC-1 inh | PP5 primary | Fh CTSL1 inh | LYPLA2 counter | Efflux pump mplx
Cc1ccc(/C=C/C(=O)OCC(=O)NC(=O)NCc2ccccc2)cc1 | / | 0.5 | / | 3.3 | 0.1 | -0.5 | / | -1.7 | 0.0
COc1c2c(cc3oc(C)cc(=O)c13)OC(C(C)(C)OC1OC(CO)C(O)C(O)C1O)C2 (configuration not stated) | -4.7 | 9.1 | -8.5 | -1.1 | -1.3 | 2.0 | -0.3 | 1.4 | -0.3
CC(C)CN1C(=O)c2ccc(C(=O)NCc3ccc4c(c3)OCO4)cc2C1=O | 0.2 | -3.7 | 5.1 | -1.5 | 3.7 | 4.2 | -5.7 | 6.5 | 0.4
CCC(C)Sc1nc2c(cnn2-c2ccc(C)cc2)c(=O)[nH]1 (configuration not stated) | -0.6 | 1.9 | 11.7 | -2.3 | 4.8 | -0.6 | 1.5 | 7.0 | -0.2
Cc1nc2nc(-c3ccccc3)nn2c(C)c1C | 1.6 | 2.4 | -2.6 | 0.1 | -48.2 | -1.1 | -2.3 | -2.5 | 0.1
Cc1ccc(S(=O)(=O)N2CC(O)CC2C(=O)Nc2ccc3c(c2)CCC3)cc1 (configuration not stated) | 8.1 | 0.3 | -12.4 | -0.8 | 18.9 | 3.3 | 2.0 | -7.9 | -0.1
Cc1ccc(CN2CCSc3ccc(C(=O)NCc4ccco4)cc32)cc1 | -0.2 | 18.1 | 15.6 | 5.6 | -15.1 | 5.7 | 2.4 | 6.7 | -0.2
Cc1ccc(S(=O)(=O)N(C)CC(=O)OCC(=O)N2CCCC2=O)cc1 | 2.2 | 7.5 | 7.1 | -1.2 | 5.1 | 1.9 | -42.0 | 3.1 | 0.0
CCOC(=O)Nc1ccc2c(c1)N(C(=O)CN1CCN(C)CC1)c1ccccc1S2 | -4.3 | -2.0 | -1.5 | 6.0 | 120.8 | 5.9 | -1.9 | 7.7 | 0.1

A draw from above in order of heavy-atom count, largest number first.
SMILES | TPT1 inh | PREPL inh | HCV core dimer | PP1 inh | GASC-1 inh | PP5 primary | Fh CTSL1 inh | LYPLA2 counter | Efflux pump mplx
COc1c2c(cc3oc(C)cc(=O)c13)OC(C(C)(C)OC1OC(CO)C(O)C(O)C1O)C2 (configuration not stated) | -4.7 | 9.1 | -8.5 | -1.1 | -1.3 | 2.0 | -0.3 | 1.4 | -0.3
CC(C)CN1C(=O)c2ccc(C(=O)NCc3ccc4c(c3)OCO4)cc2C1=O | 0.2 | -3.7 | 5.1 | -1.5 | 3.7 | 4.2 | -5.7 | 6.5 | 0.4
Cc1ccc(CNC(=O)C2CCCN(C(=O)N(C)C)C2)cc1 (configuration not stated) | -2.0 | 3.4 | -2.6 | -2.3 | 6.1 | -1.3 | -1.1 | 3.3 | -0.3
Cc1nc2nc(-c3ccccc3)nn2c(C)c1C | 1.6 | 2.4 | -2.6 | 0.1 | -48.2 | -1.1 | -2.3 | -2.5 | 0.1

High-throughput results (PubChem BioAssay)

Some of the compounds tested; rates above refer to the full screens.
